# Assay outcomes: PubChem BioAssay, The Scripps Research Institute Molecular Screening Center
# FBW7 act: human FBW7 E3 ligase activation, primary screen; Q969H0; AlphaScreen FBW7–phospho-cyclin E peptide binding, activator screen; normalized activity (activation), % at 26.1 µM; actives 0.13% (n = 650,000); in the data active means normalized activity above about 1.9%;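 further: purified mutant Fbw7 with reduced substrate affinity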
# MITF inh: blocks human microphthalmia-associated transcription factor | AID 1259374 | inhibition, % at 2.6 µM | actives 0.91% (n = 650,000) | AlphaScreen MITF homodimerization, bead proximity signal | O75030; in the data active means inhibition above about 50%;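 further: 0% = vehicle wells with protein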
# Target sequence (O75030 whole entry, looked up): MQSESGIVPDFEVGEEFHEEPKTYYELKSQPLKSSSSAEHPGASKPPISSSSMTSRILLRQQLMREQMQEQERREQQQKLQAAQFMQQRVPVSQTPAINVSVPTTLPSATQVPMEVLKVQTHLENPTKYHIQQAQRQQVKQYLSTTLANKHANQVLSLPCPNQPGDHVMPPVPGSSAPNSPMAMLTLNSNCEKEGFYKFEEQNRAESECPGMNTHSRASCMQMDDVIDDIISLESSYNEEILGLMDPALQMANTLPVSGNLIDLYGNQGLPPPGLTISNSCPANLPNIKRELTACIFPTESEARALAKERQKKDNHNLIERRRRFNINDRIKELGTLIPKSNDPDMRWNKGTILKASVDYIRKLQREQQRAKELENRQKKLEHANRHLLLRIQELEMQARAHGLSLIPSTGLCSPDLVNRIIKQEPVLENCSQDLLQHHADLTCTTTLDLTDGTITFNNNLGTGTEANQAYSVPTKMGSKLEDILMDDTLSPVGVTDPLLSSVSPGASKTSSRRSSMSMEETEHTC
# TEAD-YAP inh: TEAD-YAP interaction inhibition. HEK-TIYL cells, TEAD-Gal4/YAP UAS-luciferase luminescence. inhibition, % at 9.12 µM. actives 1.4% (n = 640,000); in the data active means inhibition above about 32%;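 further: 0% = median of test compound wells and 100% = reference inhibitor wells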
# GPR151 ag: activates the human receptor GPR151 | Q8TDV0 | PathHunter beta-arrestin GPR151 cells, luminescence | activation, % at 11.2 µM | actives 1% (n = 650,000) | AID 1508602; in the data active means activation above about 4.9%;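 further: 0% = median of compound wells and 100% = cells with positive control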
# Target sequence (Q8TDV0 whole entry, looked up): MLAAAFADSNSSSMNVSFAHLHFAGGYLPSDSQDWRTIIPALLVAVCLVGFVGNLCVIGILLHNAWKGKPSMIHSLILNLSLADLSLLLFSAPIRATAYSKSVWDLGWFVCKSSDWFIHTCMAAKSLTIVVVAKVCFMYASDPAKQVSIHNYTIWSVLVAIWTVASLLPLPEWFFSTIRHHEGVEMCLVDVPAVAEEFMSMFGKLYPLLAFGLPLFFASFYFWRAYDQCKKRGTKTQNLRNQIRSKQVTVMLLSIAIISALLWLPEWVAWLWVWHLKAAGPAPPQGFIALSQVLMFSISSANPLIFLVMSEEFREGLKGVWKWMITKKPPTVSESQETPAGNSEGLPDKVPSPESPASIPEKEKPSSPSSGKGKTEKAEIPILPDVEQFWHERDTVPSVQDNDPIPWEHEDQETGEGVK
# The depositor's hits bear a star; . = not tested or not shown.
nr	canonical_smiles	FBW7 act	MITF inh	TEAD-YAP inh	GPR151 ag
1	CC1=C(C)CC2C(=O)N(c3ccccc3F)C(=O)C2C1 (centres undefined)	-0.1	-7	2	0.7
2	CCOc1cccc(CN2CCN(CC(C)C)C(CCO)C2)c1O (centres undefined)	0.0	1	3	0.2
3	COC(=O)c1ccc(Nc2nc(-c3ccccc3O)nc3ccccc23)cc1	0.0	3	2	-0.7
4	N#Cc1ccc(COC(=O)c2cc(NS(=O)(=O)c3cccs3)ccc2O)cc1	-0.1	-2	7	-0.2
5	CC(C)=CCCC(C)CCN1CCCCC1 (centres undefined)	0.0	8	1	0.3
6	CCN(CC)S(=O)(=O)c1ccc(Oc2ccc([N+](=O)[O-])cc2)cc1	-0.2	-5	-6	-0.4
7	Cc1ccc(NC(=O)Cc2nnc(NC(=O)Nc3ccccc3C)s2)cc1	0.1	10	-2	-0.1
8	Nc1nonc1-n1nnc(C(=O)N/N=C/c2cccc([N+](=O)[O-])c2)c1-c1ccccc1	-0.1	-5	-3	0.1
9	Cc1ccc(CN2CCN(Cc3ccc(C#CC(C)(C)O)s3)CC2CCO)o1 (centres undefined)	-0.1	5	2	-0.5
10	CC(C)n1nc(C(=O)NC(C)C23CC4CC(CC(C4)C2)C3)c2ccccc2c1=O (centres undefined)	0.7	-8	-3	-0.8
11	O=C(Nc1cccc(F)c1)N[C@H]1C[C@H]2C(=O)N[C@H](Cc3ccccc3)C(=O)N2C1	0.0	10	15	0.2
12	CCN(Cc1cc2cc(C)ccc2[nH]c1=O)S(C)(=O)=O	0.6	23	2	1.1
13	CC(Oc1cccc(Cl)c1)C(=O)Nc1ccccc1C(N)=O (centres undefined)	0.1	4	-25	3.1
14	COC(=O)c1ccc(NC(=O)c2cc[n+](Cc3ccccc3)cc2)cc1	-0.1	13	-6	-1.1
15	COC(=O)NNC(=O)Nc1ccc(Cl)cc1	0.0	8	3	2.2
16	CC(=O)OC1=NN(c2ccccc2)CC1	-0.3	-3	1	0.1
17	O=C(Nc1ccc([N+](=O)[O-])cc1)N1CCCCC1	-0.1	8	-18	0.3
18	CC(=O)Nc1ccc(S(=O)(=O)NC(CCCNC(N)=O)C(=O)O)cc1 (centres undefined)	0.3	-7	10	0.1
19	COc1ccc(OC)c(C(C)NC(=O)c2cccc(F)c2)c1 (centres undefined)	-0.1	3	8	4.7
20	O=[N+]([O-])c1ccc(Cl)c(S(=O)O)c1	0.2	-3	3	-1.9
21	CN(C)CCCN(C(=O)COc1ccc(Cl)cc1Cl)c1nc2ccccc2s1	0.0	-3	-7	-1.0
22	O=C(CNc1ccc(I)cc1)N/N=C/c1ccccc1	0.2	7	8	-0.2
23	CCc1cccc(CC)c1NC(=O)c1cc(S(=O)(=O)N2CCCC2)ccc1F	0.0	2	-2	-0.6
24	Nc1ccc(NC(=O)c2nc[nH]c2C(=O)O)cc1	-1.8	86*	6	-0.3
25	COc1cc(CN2CCC3(CCC(CNC(=O)c4cccnc4)O3)CC2)cc(OC)c1 (centres undefined)	-0.2	2	-2	-0.9
26	COc1ccc(N/C=C(\C#N)c2nc(-c3ccc(OC)c(OC)c3)cs2)cc1	0.2	1	-2	1.6
27	COc1ccc(/C=N/NC(=O)c2cccc3ccccc23)c(C(=O)O)c1OC	0.0	4	-12	1.7
28	CC(=O)N(C)c1ccc2c3c(cccc13)C(=O)N(c1cccc(C)c1)C2=O	0.0	6	2	1.0
29	CCn1cc(Br)c(C(=O)NC(C)c2ccccc2)n1 (centres undefined)	0.1	0	-6	-0.1
30	CCOC(=O)CCNC(=O)N1CCCC(N(C)CCc2ccccc2)C1 (centres undefined)	0.1	8	4	1.6
31	O=C(N[C@H]1C[C@H]2C(=O)N[C@@H](Cc3ccccc3)C(=O)N2C1)c1cc(F)cc(F)c1	-0.1	5	4	0.7
32	O=C1OC(c2ccccc2)=N/C1=C\c1ccccc1OCc1ccccc1Cl	0.0	2	-2	0.5
33	c1ccc2c(c1)CC[N+]21CC[N+]2(CCc3ccccc32)CC1 (centres undefined)	0.8	14	3	-1.9
34	Cc1cc(NC(=O)C(C)C)ncc1NC(=O)C(C)(C)C	0.2	9	-1	-0.5
35	O=C(NCc1n[nH]c(=S)n1-c1cccc(C(F)(F)F)c1)c1ccccc1F	0.0	-4	-13	0.4
36	CC(=O)c1cccc(N(CC(=O)NCc2ccc(Cl)cc2Cl)S(C)(=O)=O)c1	0.2	6	7	-0.2
37	CCc1cccc(C)c1NC(=O)CN(C)S(=O)(=O)c1ccc(OC)c(Cl)c1	0.1	13	0	0.5
38	Cc1[nH]c2ccccc2c1C(=O)CC(C)C	0.0	5	4	-0.2
39	CC1=C(C(=O)Nc2ccccc2C)C(c2cccs2)C(C#N)=C(SCC(=O)Nc2ccc(C)c(C)c2)N1 (centres undefined)	0.0	14	4	0.3
40	COc1cc(OC)cc(-n2nc(C(=O)Nc3cc(OC)c(OC)c(OC)c3)c3ccccc3c2=O)c1	0.1	-6	-16	-1.5
41	CCCC(=O)Nc1ccccc1NC(=O)CCc1ccccc1	0.1	13	6	0.8
42	Cc1ccc2c(c1)C(O)(CC(=O)c1ccc3c4c(cccc14)CC3)C(=O)N2 (centres undefined)	-0.3	1	-6	0.0
43	Cc1[nH]ncc1C(=O)N1CCC(n2c(C)nc3sc(C)c(C)c3c2=O)CC1	-0.1	3	-6	1.1
44	O=C(c1ccc(Cl)c(Cl)c1)N1CCC(F)(CO)CC1	0.2	10	5	0.1
45	CN(CCC1CCCCO1)C(=O)CCC1(Cc2ccco2)CCC(=O)N1 (centres undefined)	0.1	8	-7	-0.3
46	Cc1ccc(N2C(=O)CN(Cc3ccccc3)C2=S)cc1C	0.1	12	6	-0.4
47	COc1ccc2nc(NC(=O)c3ccoc3C)sc2c1	-0.1	10	59*	-9.6
48	O=C(N/N=C\c1ccco1)c1ccc(Br)cc1	-0.3	9	-18	-0.2
49	CC1(C)CC2CC(C)(CN2CC(O)COc2ccccc2F)C1 (centres undefined)	0.0	32	2	2.3
50	O=C(COc1ccccc1F)NCCCS(=O)(=O)N1CCN(c2ncccn2)CC1	0.0	3	-3	-0.7

# Some of the entries above in a different format.
# Values run as follows: FBW7 act | MITF inh | TEAD-YAP inh | GPR151 ag
[40] COc1cc(OC)cc(-n2nc(C(=O)Nc3cc(OC)c(OC)c(OC)c3)c3ccccc3c2=O)c1
→ 0.1 | -6 | -16 | -1.5
[41] CCCC(=O)Nc1ccccc1NC(=O)CCc1ccccc1
→ 0.1 | 13 | 6 | 0.8

# 6 records picked at random from those above, as already listed:
nr	canonical_smiles	FBW7 act	MITF inh	TEAD-YAP inh	GPR151 ag
6	CCN(CC)S(=O)(=O)c1ccc(Oc2ccc([N+](=O)[O-])cc2)cc1	-0.2	-5	-6	-0.4
22	O=C(CNc1ccc(I)cc1)N/N=C/c1ccccc1	0.2	7	8	-0.2
47	COc1ccc2nc(NC(=O)c3ccoc3C)sc2c1	-0.1	10	59*	-9.6
12	CCN(Cc1cc2cc(C)ccc2[nH]c1=O)S(C)(=O)=O	0.6	23	2	1.1
46	Cc1ccc(N2C(=O)CN(Cc3ccccc3)C2=S)cc1C	0.1	12	6	-0.4
5	CC(C)=CCCC(C)CCN1CCCCC1 (centres undefined)	0.0	8	1	0.3

# (list continues)
nr	canonical_smiles	FBW7 act	MITF inh	TEAD-YAP inh	GPR151 ag
51	O=C(COc1ccccc1)n1nc(-c2ccco2)nc1NCc1cccs1	1.6	19	-6	-0.5
52	CCOC(=O)Nc1ccc2c(Cn3cnc4cc([N+](=O)[O-])ccc4c3=O)cc(=O)oc2c1	-0.1	-5	5	-1.1
53	O=C(CNc1ccc2ccccc2c1)N/N=C/c1cccc(O)c1	-0.1	2	-8	0.1
54	CC(=O)c1ccc(N2CCN(C(=O)c3cc(F)c(F)cc3[N+](=O)[O-])CC2)c(F)c1	0.0	9	-5	-2.5
55	COc1ccc2nc(NCc3cccnc3)sc2c1	-0.1	0	-22	2.7
56	Cc1cccc(-n2nc3c(c2NC(=O)c2ccc(S(=O)(=O)N4CCCC4)cc2)CSC3)c1	0.0	12	13	2.8
57	CCOc1ccc(N=Cc2c(O)n(Cc3ccccc3Cl)c(=O)[nH]c2=O)cc1	0.0	3	-6	-0.4
58	CN1C(=O)N(CC(=O)NC2CC2)c2cccnc2N1C	0.0	3	0	-0.1
59	O=C(NCC1CCCO1)c1ccc2c(c1)C(=O)N(C1CCCCC1)C2=O (centres undefined)	0.0	-4	-5	0.3
60	O=c1c(O)c(-c2cc(O)c(O)c(O)c2)oc2cc(O)ccc12	-0.3	78*	2	2.6
61	N#CC1=C2SCN(Cc3ccco3)CN2C(=O)CC1c1ccccc1Cl (centres undefined)	-0.2	10	3	0.3
62	CC1(C)Oc2ccc(/C=C/C(=O)N3CCOCC3)c(O)c2C(N2CCOCC2)C1O (centres undefined)	0.7	14	-11	-0.7
63	CCc1ccc(/C=C2/SC(=S)N(CCC(=O)NCCCN3CCOCC3)C2=O)cc1	-0.1	18	-3	-0.6
64	Cc1cc2nc(-c3cccc(NC(=O)c4cccc5c(Br)cccc45)c3)oc2cc1C	0.5	16	-2	-0.1
65	CC(C)CC(=O)Nc1ccnn1C1CCN(C(C)CC(F)(F)F)CC1 (centres undefined)	-0.1	1	3	0.6
66	O=C1N/C(=C\c2ccc(-c3cccc(Cl)c3)o2)C(=O)N1Cc1ccc(Cl)cc1	-0.1	-4	1	0.5
67	Cc1ccc(CN2CCN(Cc3nc(-c4ccccc4)cs3)CC2CCO)o1 (centres undefined)	0.0	-1	-15	-2.0
68	O=C(Nc1ccc2oc(-c3ccccc3F)nc2c1)c1cccc(Br)c1	0.2	-4	-3	0.0
69	O=C(COC(=O)C1COc2ccccc2O1)c1ccc(OC(F)F)cc1 (centres undefined)	0.1	6	-1	0.7
70	CN1CCC(N(C)Cc2cccc(OCC3CCCN(C(=O)C4CCC4)C3)c2)CC1 (centres undefined)	0.3	-14	-7	-0.8
71	COCCNc1nc(=S)[nH]c2cc(OC)c(OC)cc12	0.0	14	7	-1.1
72	CSc1ccc(/C=N/NC(=O)COc2ccccc2C)cc1	0.1	-1	-5	0.8
73	CCOC(=O)C(NC(=O)N(C)C)(Nc1sc2c(c1C(=O)OC)CCCCC2)C(F)(F)F (centres undefined)	-0.2	-2	4	-0.8
74	COc1ccccc1Nc1c2c(nc3ncnn13)CCC2	0.1	1	-7	0.0
75	CCCCN(CC)C(=O)CSc1nc2n[nH]c(C)c2c(=N)n1-c1ccc(CC)cc1	0.2	7	11	2.2

# In another format: results already given.
33) c1ccc2c(c1)CC[N+]21CC[N+]2(CCc3ccccc32)CC1 (centres undefined)
44) O=C(c1ccc(Cl)c(Cl)c1)N1CCC(F)(CO)CC1
70) CN1CCC(N(C)Cc2cccc(OCC3CCCN(C(=O)C4CCC4)C3)c2)CC1 (centres undefined)
2) CCOc1cccc(CN2CCN(CC(C)C)C(CCO)C2)c1O (centres undefined)

Compound	33	44	70	2
FBW7 act	0.8	0.2	0.3	0.0
MITF inh	14	10	-14	1
TEAD-YAP inh	3	5	-7	3
GPR151 ag	-1.9	0.1	-0.8	0.2

# Remaining list, next part:
nr	canonical_smiles	FBW7 act	MITF inh	TEAD-YAP inh	GPR151 ag
76	CSCCC(NC(=O)c1ccco1)C(=O)NNC(=O)c1cccc(Cl)c1 (centres undefined)	0.3	11	2	-1.4
77	COc1cccc2c(=O)n(CC(=O)Nc3ccc(Br)cc3)ccc12	0.3	15	9	4.2
78	N#C/C(=C\c1cc(Br)c(O)c(Br)c1)c1nc2ccccc2c(=O)[nH]1	0.1	12	6	-0.8
79	CN(C)c1ccc(N/C=C/C(=O)C(C)(C)C)cc1	-0.3	20	0	-1.6
80	COc1cccc(C2(C)NC(=O)N(N)C2=O)c1 (centres undefined)	0.1	-4	6	-0.6
81	O=C1CC(c2ccccc2)CC(O)=C1C=Nc1cccc2ccccc12 (centres undefined)	-0.2	-5	1	0.7
82	COc1cccc(CNC(=O)c2ccc(CNc3c(N4CCOCC4)c(=O)c3=O)cc2)c1	0.0	1	-12	8.6*
83	CC(=O)Nc1ccc2nc(NC(=O)CSc3ccc(F)cc3)sc2c1	-0.1	1	-1	1.3
84	COC(=O)C/C=C/[C@@H](C)[C@@H](/C=N/OC[C@@H](O)[C@H]1O[C@@H]2OC(C)(C)O[C@@H]2[C@H]1O)OC	-0.1	-12	.	-1.1
85	CCCCOC(=O)C1=C(C)Nc2ncnn2C1c1cc(OC)c(OC)cc1OC (centres undefined)	0.2	4	15	-0.5
86	Cc1cccc(N2CCN(C(=O)CCCOc3ccc(Cl)cc3Cl)CC2)c1C	0.0	-5	-10	-1.0
87	COc1cc(OC)c(OC)cc1/C=C1\N=C(c2ccc(Br)cc2)OC1=O	-0.1	0	-8	1.2
88	C/C=C(\C)CN1CCC(n2nccc2NC(=O)CC(C)C)CC1	0.0	0	-4	0.5
89	CC(=O)N/C(=C\c1ccccc1)C(=O)OCc1ccc(Cl)cc1Cl	0.9	8	8	-1.1
90	CCCCC1CCC(C(=O)Nc2cc(=O)n(C)c(=O)n2C)CC1 (centres undefined)	0.0	-2	10	-1.6
91	CN1CCN(C(=O)c2ccccc2NC(=O)c2ccccc2Cl)CC1	-0.1	4	-6	0.4
92	COc1ccc2cccc3c2c1C(=O)N(Oc1ccc([N+](=O)[O-])cc1[N+](=O)[O-])C3=O	0.3	12	1	-1.1
